# MgcRacGAP inhibition = MgcRacGAP GTPase-activating activity inhibitors, confirmation, biochemical, ADP Hunter fluorescence; inhibition, % at 30 µM; hits with a dose series show IC50 in µM; AID 624330; 0.6% of 340,000 active; MgcRacGAP-stimulated Rac1 GTP hydrolysis, ADP Hunter fluorescence; higher % means a stronger effect; GST-tagged Rac1 F28L mutant substrate;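 active = first-screen hits whose inhibition reached a set limit at any dose in the follow-up dose series; inconclusive = inhibition above the set first-screen limit but never retested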;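 note: fluorescence reports GDP produced by GAP-driven GTP hydrolysis; strong numbers were not always called active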
# NTR1 agonist = agonists of NTR1, primary screen, imaging, U2OS cells, beta-arrestin-GFP, high content (AID 493036) | 0.17% of 330,000 active | activation, % at 20 µM | NTR1-U2OS beta-arrestin-GFP spot imaging, agonist mode | P30989;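 active = activation at or above 40% of the spot to cytoplasm intensity ratio, with at least 20 cells analyzed; inconclusive = wells under 20 cells, flagged as cytotoxic or low count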;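 note: 0% = DMSO without peptide and 100% = 100 nM NTR1 peptide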
# Target sequence (P30989 whole entry, looked up): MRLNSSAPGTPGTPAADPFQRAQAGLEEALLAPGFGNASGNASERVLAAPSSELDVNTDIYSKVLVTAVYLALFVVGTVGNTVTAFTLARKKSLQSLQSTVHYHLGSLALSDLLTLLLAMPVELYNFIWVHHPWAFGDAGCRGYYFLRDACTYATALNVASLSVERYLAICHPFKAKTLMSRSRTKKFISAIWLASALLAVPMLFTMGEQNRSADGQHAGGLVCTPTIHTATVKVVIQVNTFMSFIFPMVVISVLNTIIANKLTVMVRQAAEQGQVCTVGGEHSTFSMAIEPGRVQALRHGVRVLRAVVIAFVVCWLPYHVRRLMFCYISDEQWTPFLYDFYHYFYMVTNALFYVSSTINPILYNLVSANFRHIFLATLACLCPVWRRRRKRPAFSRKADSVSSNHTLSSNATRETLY
# GPR35 antagonists = inhibition of zaprinast-stimulated GPR35 beta-arrestin translocation – imaging, U2OS, beta-arrestin-GFP, zaprinast agonist, primary screen (AID 2058); U2OS GPR35 beta-arrestin-GFP translocation imaging, zaprinast antagonism; higher % means a stronger effect; one-dose inhibition, % at 10 µM; IC50 in µM for titrated hits; 0.052% of 290,000 active;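 active = inhibition of at least 50% with at least 30 cells and total cytoplasm GFP at most 10,000,000; inconclusive = under 30 cells or total GFP of 10,000,000 plus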
# T cell modulator = T cell immune modulators affecting CD8 T cell-vesicle binding; 2C CD8+ T cell-vesicle binding, flow cytometry; active compounds read low; 0.068% of 330,000 active; calls only at 7 µM; AID 2052;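 active = response, share of CD8 T cells binding vesicles, and their 90th percentile fluorescence all below set limits, cut at about 80% in these data, passing the limit was not always enough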
#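 Benchmarks: naked versus QL9-loaded vesicles / Assay system: purified 2C TCR transgenic mouse naive CD8+ T cells / Technique: high-throughput flow cytometry with anti-B7-1 and anti-CD8 staining / Timing: Cell–vesicle co-incubation 1.5 h at 37 °C, staining 20 min on ice / Read-out: percent CD8+ FL2 mean versus row control / Probe or stimulus: QL9-loaded Drosophila micro-vesicles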
# SV40 large T antigen = TAg ATPase/helicase activity blockers – biochemical (AID 1903). inhibition, % at 20 µM; hits with a dose series show IC50 in µM. SV40 large T antigen ATPase/helicase inhibition assay; higher % means a stronger effect. 0.39% of 310,000 active; in the data active = a potency from the dose series; inconclusive = inhibition mostly from about 32% at the one dose, without a potency; inactive = the rest, 99 in 100 with inhibition below about 32%; note: strong numbers were not always called active
# LYP inhibition = PTPN22 lymphoid phosphatase activity blockers – biochemical, fluorescence intensity, uHTS (AID 1779). recombinant LYP phosphatase, fluorescence intensity; higher % means a stronger effect. inhibition, % at 11.5 µM, or IC50 in µM where a hit was titrated. 0.054% of 290,000 active; in the data active = inhibition above about 50%;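 note: plate controls were vehicle with enzyme for no effect and no enzyme for full effect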
# Hep lipid drop = hepatic lipid droplet formation modulation; inhibition, % at 6.5 µM; AID 1656; 0.4% of 240,000 active; AML12 mouse hepatocytes, oleate lipid droplets, BODIPY imaging;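 active = lipid droplet intensity inhibited by at least 50%, with more than 500 cells counted; inconclusive = wells with under 300 cells, treated as cytotoxic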
#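 Assay system: AML12 hepatocytes (mouse) / Also added: 100 µM oleic acid challenge / Times: overnight treatment with compound plus oleate / Detection: high-content imaging of BODIPY-stained droplets and DAPI nuclei / Evaluation: % inhibition of lipid droplet signal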
# GPR55 LPI antagonism = inhibition of LPI-stimulated GPR55 beta-arrestin translocation – imaging, U2OS, beta-arrestin-GFP, LPI agonist, primary screen (AID 2013); U2OS GPR55 beta-arrestin-GFP translocation imaging, LPI antagonism; higher % means a stronger effect; inhibition, % at 10 µM, or IC50 in µM where a hit was titrated; 0.13% of 290,000 active;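 active = spots per cell inhibited over 60%, with over 100 cells counted and total cytoplasm intensity under 500,000; inconclusive = wells with under 100 cells, flagged as likely toxic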;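 note: U2OS cells stably carrying GPR55 and arrestin-GFP stimulated by 5 µM LPI near EC80; imaged beta-arrestin-GFP aggregate spots per cell after agonist stimulation; plate controls were LPI-stimulated DMSO wells for no effect and DMSO wells without LPI for full effect; some results filed as inactive read as strong as hits; confirmed hits need IC50 under 10 µM and bright autofluorescent wells are also inconclusive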
# GPR55 beta-arrestin = GPR55 agonists via beta-arrestin recruitment, primary screen, imaging, U2OS cells, beta-arrestin-GFP redistribution (AID 1961); U2OS GPR55 beta-arrestin-GFP redistribution imaging; higher % means a stronger effect; activation, % at 10 µM, or EC50 in µM where a hit was titrated; 0.048% of 290,000 active;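 active = activation above 40% with more than 50 cells counted in the well; inconclusive = wells holding fewer than 50 cells, flagged as toxic or sparse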;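 note: U2OS osteosarcoma cells stably expressing GPR55 and beta-arrestin-GFP; plate controls were DMSO negative control for no effect and LPI positive control for full effect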
# Hep lipid drop cells 6.5 µM = also measured in Hep lipid drop; calls as there; cell count; measured here: cell count, cytotoxicity flag;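 cells counted across two imaged fields per well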
# T cell modulator vesicle-bound % = also measured in T cell modulator; calls as there; double positive events, %; measured here: CD8+ vesicle-bound cell fraction;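 binding gate set so that unloaded-vesicle control wells show 10% double positive cells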
# NTR1 agonist cell count 20 µM = also measured in NTR1 agonist; calls as there; cell count; measured here: cell count, cytotoxicity flag
# Active calls of the source: *; i = inactive; u = inconclusive; x = not tested or not shown.
SMILES,MgcRacGAP inhibition,NTR1 agonist,NTR1 agonist cell count 20 µM,GPR35 antagonists,T cell modulator,T cell modulator vesicle-bound %,SV40 large T antigen,LYP inhibition,Hep lipid drop,Hep lipid drop cells 6.5 µM,GPR55 LPI antagonism,GPR55 beta-arrestin
CCc1ccc2nc(NC(=O)CSCc3c(C)noc3C)sc2c1,5%,-0.9,90,0%,i,28,3%,6%,-17,722,-13%,1.6%
COc1cccc(N(C(=O)C2COc3ccccc3O2)C(C(=O)NC2CCCCC2)c2ccc(O)cc2)c1 (centres undefined),x,2.6,66,1%,i,36,6%,-5%,-8,614,-13%,-0.2%
O=C(NC(=Nc1nc2ccccc2o1)NC(=O)c1ccccc1)c1ccccc1,5%,1.7,96,-6%,i,41,4%,-1%,-7,717,12%,0.0%
CCN1CCc2c(sc(NC(=O)Cc3ccccc3)c2C(N)=O)C1,18%,-2.3,55,6%,i,26,15%,-11%,-6,711,-9%,-0.1%
COc1ccc(/C=C2\SC(=S)N(CC(=O)NNC(=O)c3ccncc3)C2=O)cc1,x,0.6,36,18%,i,49,20%,2%,-29,717,-2%,-0.5%
COc1ccccc1NC(=O)CSc1nnnn1-c1ccccc1OC,-1%,0.3,68,-14%,i,46,16%,-10%,-13,840,2%,-0.2%
Cc1ccn2cc(CSc3ccccc3)nc2c1,2%,-0.8,47,-7%,i,58,6%,-5%,1,787,0%,-0.1%
CC1CCN(C(=O)c2scc3c2OCCO3)CC1,8%,-0.8,50,-1%,i,35,0%,-5%,x,x,15%,-0.1%
CC(=O)NNc1cc(=O)c2c(=O)n(C)c(=O)n(C)c2[nH]1,0%,-0.8,47,8%,i,34,7%,-11%,x,x,20%,0.0%
O=C(C(=O)N1CCCc2ccccc21)N1CCCc2ccccc21,11%,0.9,79,-4%,i,63,-5%,-10%,-24,695,21%,-0.1%
Cc1cc(Br)cc2c(C(=O)Nc3c(C)n(C)n(-c4ccccc4)c3=O)cc(-c3cccs3)nc12,10%,5.6,57,-16%,i,37,17%,11%,1,671,22%,0.7%
COc1ccccc1CNC(=O)CNC(=O)c1cn(-c2ccccc2OC)c(=O)c2ccccc12,10%,-1.6,68,-18%,i,29,25%,3%,15,719,11%,0.4%
O=C(O)CCNc1cc(N2CCN(C(=O)c3ccco3)CC2)c2noc3c2c1C(=O)c1ccccc1-3,u,-0.3,41,-6%,i,7,u,-6%,-3,785,-29%,-0.1%
Fc1ccc(N/N=C/c2cccnc2)c(F)c1,6%,0.5,42,-4%,i,0,-4%,1%,4,658,4%,0.3%
COC(=O)c1ccc(OC(=O)C23CCC(C)(C(=O)O2)C3(C)C)cc1 (centres undefined),16%,0.9,75,-10%,i,36,14%,-5%,2,662,8%,-0.2%
COc1ccc(-c2nn(-c3ccccc3)cc2/C=N/NC(=S)NC(C)C)cc1OC,7%,2.5,69,3%,i,49,-6%,4%,16,638,8%,0.1%
O=C1/C(=N/n2cnnc2)c2ccccc2N1Cc1ccccc1,x,27,68,-16%,i,20,25µM*,-2%,x,x,0%,0.5%
O=C(c1ccc2c(c1)OCO2)N1CCC2(CC1)Oc1ccc(Cl)cc1C(=O)C21CC(c2cccnc2)=NO1 (centres undefined),3%,-3.6,77,-4%,i,9,7%,2%,3,666,1%,0.6%
COc1cccc(/C=C2\SC(=O)N(CC(=O)NCCCn3ccnc3)C2=O)c1,10%,0.9,47,-14%,i,27,1%,-3%,-6,701,-13%,0.3%
Nc1ccc(-c2nc3cc(N)ccc3s2)cc1,7%,0.2,57,5%,i,39,17%,-6%,-6,754,9%,-0.1%
CC(=O)NNS(=O)(=O)c1ccc(-c2cc(C(F)(F)F)n(C)n2)s1,3%,-0.9,45,6%,i,7,12%,-6%,x,x,-17%,0.0%
COc1ccc(N2CCN(c3oc(COc4ccccc4Cl)nc3C#N)CC2)cc1,4%,4.7,75,-20%,i,16,-2%,7%,-41,668,2%,0.0%
COc1ccc(CNC(=O)CSc2nnc3c(Cl)cc(C(F)(F)F)cn23)cc1OC,7%,1.5,37,10%,i,34,2%,-2%,3,618,-2%,1.4%
Cc1ccc(NC(=O)CS(=O)(=O)c2cn(C)c3ccccc23)c(C)c1,5%,4.2,55,6%,i,52,x,-9%,-19,648,-1%,-0.1%
CC12CCC(=O)N1C(C(=O)Nc1nnc(SCc3ccccc3F)s1)CS2 (centres undefined),10%,-0.1,67,8%,i,27,27%,-3%,-3,832,12%,0.2%
COc1cc(C(=O)Nc2ccccn2)cc(OC)c1OC,8%,-1.0,65,-8%,i,22,4%,-8%,1,736,8%,0.0%
O=C(/C=C/c1ccccc1)NCCS(=O)(=O)N1CCN(c2ccc(F)cc2)CC1,8%,0.0,74,x,i,62,12%,x,x,x,x,x
COc1ccc(C2=CC(=O)CC(c3ccc(F)cc3)C2)cn1 (centres undefined),2%,-3.1,94,x,i,63,10%,x,x,x,x,x
CCOCCCNC(=O)C(c1ccc(OC)cc1)N(Cc1ccc2c(c1)OCO2)C(=O)c1cnccn1 (centres undefined),-5%,2.5,73,-1%,i,46,19%,-1%,7,679,-4%,0.4%
COc1ccc(NC(C)(C)c2nnnn2-c2c(C)cccc2C)cc1,-9%,5.4,54,0%,i,19,5%,-3%,-19,671,14%,-0.2%
Cc1nc(-c2ccc(S(=O)(=O)Nc3ccccc3C)cc2)co1,-3%,0.6,60,13%,i,10,2%,-3%,-3,749,18%,-0.1%
COCCOC(=O)C1=C(C)N=C2SCCC(=O)N2C1c1cccs1 (centres undefined),3%,-1.0,50,19%,i,60,5%,-3%,2,663,8%,0.8%
Cc1cc(NCC2CCCCC2)nc2ccccc12,8%,16,52,2%,i,34,13%,-4%,-8,721,12%,-0.2%
CN(c1ccc(OC(=O)CN2C(=O)NC3(CCCC3)C2=O)cc1)S(=O)(=O)c1ccccc1,14%,0.9,67,x,i,33,27%,x,x,x,x,x
O=C(Nc1ccc2c(c1)OCCO2)N1CCOCC1,14%,0.2,56,-7%,i,49,18%,-6%,2,734,8%,0.1%
Cc1ccc(S(=O)(=O)N/N=C/c2cccc([N+](=O)[O-])c2)cc1,5%,-0.3,46,-8%,i,16,16%,-8%,-9,523,-6%,0.9%
COc1ccccc1-c1coc2cc(OC(=O)/C=C/c3ccccc3)ccc2c1=O,1%,1.7,61,20%,i,53,11%,-1%,-11,693,6%,0.2%
C=CCc1cccc2cc(C(=O)Nc3ccccc3C(=O)O)c(=O)oc12,x,x,x,-4%,x,x,10%,-3%,6,694,1%,-0.2%
COc1cc2nc(SCc3ccc(C(F)(F)F)cc3)n(Cc3cccs3)c(=N)c2cc1OC,6%,4.6,81,15%,i,15,1%,10%,-10,618,-3%,-0.1%
Cc1cccc(NC(=O)CSc2nc(N)c(NC(=O)c3ccccc3F)c(=O)[nH]2)c1,1%,2.0,52,10%,i,57,5%,-9%,-4,668,-9%,0.3%
Cc1ccc(N2C(=O)[C@@H]3C(C(=O)CCN4C(=O)c5ccccc5C4=O)=NN[C@@H]3C2=O)cc1,7%,-1.0,77,4%,i,61,0%,-4%,2,693,-10%,0.0%
Cc1ccc(NC(=O)CN2C(=O)N/C(=C/c3cccn3-c3ccc(C(=O)O)cc3)C2=O)cc1,u,x,x,6%,i,41,25µM*,3%,32,692,12%,0.2%
Cc1csc(NC(=O)CSc2nncc(=O)n2N)n1,10%,-1.3,61,-17%,i,56,8%,-5%,21,709,5%,0.1%
CC(=O)NC(c1ccco1)c1ccc2cccnc2c1O (centres undefined),11%,-1.4,44,-3%,i,35,7%,-8%,x,x,0%,-0.1%
COc1ccc(NC2CCCN(C(=O)CN3CCOC3=O)C2)cc1 (centres undefined),109µM*,-0.4,60,5%,i,65,10%,0%,4,647,6%,0.0%
CC1(C)N=C(c2ccc(Cl)cc2Cl)C(=O)N1,4%,-0.5,68,10%,i,34,6%,-7%,x,x,9%,-0.1%
CCCCCn1c(=O)[nH]c2cc(C(=O)NCCc3ccc(OC)c(OC)c3)ccc2c1=O,10%,-0.7,74,4%,i,33,13%,-6%,5,777,-1%,-0.1%
COc1ccc(-c2nc(C#N)c(N3CCN(c4cccc(Cl)c4)CC3)o2)cc1OC,0%,1.1,35,-12%,i,38,x,-9%,-3,787,-11%,-0.2%
CCCCn1c(SCC(N)=O)nnc1-c1ccco1,7%,-0.1,69,10%,i,10,8%,-10%,x,x,-19%,0.4%
CC(C)(CNC(=S)NCCc1ccccc1)CNC(=S)NCCc1ccccc1,3%,x,x,14%,x,x,-13%,6%,9,575,13%,-0.3%
Cc1ccc(C(=O)O/N=C/C2=C(Cl)c3ccccc3CC2)cc1,6%,4.5,62,-8%,i,15,11%,1%,10,785,27%,0.3%
COCCCn1cnc2c(c1=O)c1nc3ccccc3nc1n2-c1ccccc1,2%,1.2,39,10%,i,48,1%,-4%,x,x,8%,0.6%
CCC1CCCCN1CCCNC(=O)CN1C(=O)CSc2ccc(S(=O)(=O)N3CCC(C)CC3)cc21 (centres undefined),10%,-1.9,62,18%,i,7,1%,-6%,-1,796,17%,-0.1%
O=C(CN1C(=O)COc2ccc(S(=O)(=O)N3CCCCC3)cc21)NCc1ccccc1Cl,8%,0.4,66,6%,i,14,-5%,-6%,6,728,7%,-0.1%
COC(=O)c1ccccc1NC(=O)c1noc2c1CCCC2,0%,5.0,82,3%,i,32,3%,-4%,-10,752,31%,0.2%

# Source: PubChem
